Screening results (PubChem)
esBAF inh: Bmi1 luciferase reporter increase in mESCs, primary screen, esBAF inhibitor project, mouse ES cells, Bmi1 luciferase knock-in, single point; 24 h; 100% = twice the neutral-well signal; reporter increase, % at 12.5 µM; actives 2% (n = 350,000); AID 602393, 2012; in the data active = activation above about 40%; inconclusive = no clear call, values can overlap the other calls;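 note: 0% = median of the plate's neutral control wells and 100% = double that signal; a rise in the Bmi1 reporter signal indicates esBAF inhibition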
ERp5 inh: inhibitors of ERp5-driven insulin aggregation, primary screen, biochemical, turbidity, absorbance 650 nm, single point; 90 min; Protein disulfide-isomerase A6 (Homo sapiens), Q15084; inhibition, % at 9.99 µM; AID 651711, 2012; actives 0.05% (n = 350,000);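 active = mean replicate inhibition above about 25%, with every replicate also reaching it, limit read from the data, passing the limit was not always enough; inconclusive = only one of those two criteria met; inactive = neither criterion met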
Target sequence (Q15084 whole entry, looked up): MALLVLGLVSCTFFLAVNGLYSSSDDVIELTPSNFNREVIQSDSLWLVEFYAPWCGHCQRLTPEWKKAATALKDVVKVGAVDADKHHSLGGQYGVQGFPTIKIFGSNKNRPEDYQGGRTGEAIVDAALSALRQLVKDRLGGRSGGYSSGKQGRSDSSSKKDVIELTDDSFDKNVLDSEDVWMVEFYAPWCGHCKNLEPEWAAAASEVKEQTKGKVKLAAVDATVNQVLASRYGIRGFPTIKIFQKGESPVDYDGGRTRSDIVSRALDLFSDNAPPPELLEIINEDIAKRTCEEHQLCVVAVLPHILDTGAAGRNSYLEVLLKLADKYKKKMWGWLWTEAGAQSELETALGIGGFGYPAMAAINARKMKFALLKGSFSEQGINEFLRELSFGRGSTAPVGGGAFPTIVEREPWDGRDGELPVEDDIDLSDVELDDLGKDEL
miR122 inh: miR-122 Renilla sensor signal increase in Huh7, primary screen, miR-122 inhibitor project, cell-based, single point, plate reader; Huh7 miR-122 Renilla luciferase sensor, 48 h; neutral wells = 0, positive control = 100; activation (reporter increase), % at 12.5 µM; actives 0.3% (n = 340,000);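 active = mean replicate activation score at least 90 and every replicate individually at or above 90; inconclusive = only one of the two criteria met; inactive = neither criterion met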;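 note: higher luciferase means less miR-122 activity so hits act as miR-122 inhibitors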
SIRT5 inh: SIRT5 desuccinylase inhibitors, primary screen, biochemical, fluorescence imaging, single point, set 5; inhibition, % at 15 µM; AID 652115, 2013; Purified SirT5, succinyl-peptide AMC, trypsin-coupled fluorescence; NAD-dependent protein deacylase sirtuin-5, mitochondrial (Homo sapiens), Q9NXA8; actives 1.1% (n = 330,000); in the data active = inhibition above about 15%; inconclusive = no clear call, values can overlap the other calls
Target sequence (Q9NXA8 whole entry, looked up): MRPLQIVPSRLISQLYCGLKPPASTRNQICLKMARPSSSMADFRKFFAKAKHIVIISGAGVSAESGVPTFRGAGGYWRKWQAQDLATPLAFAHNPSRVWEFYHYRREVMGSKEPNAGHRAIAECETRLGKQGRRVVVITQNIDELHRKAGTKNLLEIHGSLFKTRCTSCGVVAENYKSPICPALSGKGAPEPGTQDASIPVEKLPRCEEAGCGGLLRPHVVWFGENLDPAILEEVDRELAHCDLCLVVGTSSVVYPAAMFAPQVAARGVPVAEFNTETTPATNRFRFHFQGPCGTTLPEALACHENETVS
Cneo AK release: Cryptococcus neoformans cell lysis inducers, primary screen, AK release luminescence, single concentration. AID 651654, 2012. actives 0.2% (n = 360,000). lysis activity, % at 15 µM. C. neoformans lysis, adenylate kinase release luminescence, 4 h; normalised: neutral wells 0, clomiphene wells 100;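 active = mean lysis activity across replicates of at least 80%, whatever share of replicates individually reach that level; inactive = mean lysis activity below 80%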
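Material: C. neoformans cells; Schedule: 4 h static compound exposure, 37 °C, read 1 h post-reagent; Measured by: adenylate kinase release luminescence; Read-out: signal increase indicating cell lysis; Controls: Clomiphene as positive lysis control.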
ARNT TACC3 PPI: disruptors of ARNT/TACC3 protein interaction, primary screen, biochemical, AlphaScreen, single concentration | actives 0.66% (n = 390,000) | inhibition, % at 9.99 µM | Transforming acidic coiled-coil-containing protein 3 (Homo sapiens), Q9Y6A5 | AlphaScreen His-ARNT PAS-B/GST-TACC3 binding, luminescence; TACC3 fragment carries E629A point mutation | AID 623870, 2012;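 active = mean inhibition of replicates at least 50% and at least half of replicates each reaching 50%; inconclusive = half or more replicates reach 50% but mean below 50%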;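 note: 0% = complete ARNT plus TACC3 wells and 100% = ARNT alone without TACC3; many hits fall short of the cut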
Statin myotox sup: suppressors of statin myotoxicity in C2C12 myotubes, primary screen, cell-based, single point, plate reader. rescue of ATP level, % at 7.49 µM. actives 0.78% (n = 330,000). C2C12 myotubes + simvastatin, ATP luminescence, 48 h; scaled: DMSO 0, geranylgeraniol control 100;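 active = mean ATP rescue above about 67%, or every replicate alone reaching that limit, limit read from the data, passing the limit was not always enough; inconclusive = no clear call, values can overlap the other calls; inactive = mean under the limit and some replicate under it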;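 note: myotubes were challenged with 10 µM simvastatin during compound exposure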
Active calls of the source: *; ? = inconclusive; . = no result given; & = joins results of further samples; [ ] = dose if it differs, or a comment.

SMILES	esBAF inh	ERp5 inh	miR122 inh	SIRT5 inh	Cneo AK release	ARNT TACC3 PPI	Statin myotox sup
Cn1nnnc1SCC(=O)Nc1nc2ccccc2s1	.	0	.	-1	.	6	.
CCO[C@H]1OC(C(=O)N2CCOCC2)=C[C@@H](c2coc3ccccc3c2=O)[C@@H]1CCCO	11	-3	6	-4	1	4	-6
Cc1cc(C)n2cc(CSc3ncn[nH]3)nc2n1	-1	2	-3	-21	-1	0	-3
S=C(Nc1ccc(Br)cc1)NC1CCCCC1	43*	-8	43	-2	.	-11	-8
O=C(C[C@@H]1C[C@@H]2c3cc(NC(=O)Cc4ccncc4)ccc3O[C@@H]2[C@@H](CO)O1)NCc1cccc(F)c1	-2	-3	-4[16.7 µM]	-2	21	-6	10
Cc1ccccc1OCCNC(=S)Nc1ccccc1	10	.	35	.	52	9	30
COc1cccc(-c2ccc3c(c2)O[C@H](CN(C)C(=O)C2CCC2)[C@H](C)CN([C@@H](C)CO)S3(=O)=O)c1	-1	-9	-20[16.7 µM]	2	2	4	-15
CC(C)[C@H](NC(=O)c1ccco1)C(=O)N(C)Cc1c(F)cccc1Cl	-2	6	1	-7	0	.	2
C[C@@H]1CN([C@H](C)CO)C(=O)c2cc(NC(=O)Nc3ccc(C(F)(F)F)cc3)ccc2O[C@H]1CN(C)S(=O)(=O)c1ccc(Cl)cc1	2&-3	3&-3	-6[16.7 µM]	1&-2	3&1	-1&-3	-25&7
Cc1ccc(S(=O)(=O)N2CCN(C(=O)C3CCN(c4ncnc5sc(C)c(C)c45)CC3)CC2)c(C)c1	-2	5	-1	3	1	16	14
CCCCN1C[C@H](Cc2ccccc2)[C@@H](CC(=O)Nc2ccc(OC)cc2)C1=O	1	-1	-4	1	.	.	21
CCCOC(=O)Nc1ccc(S(=O)(=O)Nn2cnnc2)cc1	-3	.	-4	.	-2	-4	.
Cc1ccc(S(=O)(=O)Nc2ccc3c(c2)C(=O)N([C@@H](C)CO)C[C@H](C)[C@H](CN(C)C(=O)C2CCCCC2)OCCCC[C@H](C)O3)cc1	2	1	-1[16.7 µM]	7	4	-3	.
COc1cc(OC)cc(-c2c(-c3ccc(F)cc3)c3cc(-c4cccc5[nH]ccc45)ccc3n2C)c1	-3	4	2	.	8	-4	10
CCS(=O)(=O)Nc1ccc2c(c1)C(=O)N(C)[C@@H]1CC[C@@H](CC(=O)N[C@@H]3CCN(Cc4ccccc4)C3)O[C@H]1CO2	-4	-1	.	.	6	-5	-6
Cc1cccc(-n2c(CNC(=O)c3cccc([N+](=O)[O-])c3C)n[nH]c2=S)c1	1	2	.	5	3	-7	-3
O=C(CN(C(=O)CNC(=O)c1ccco1)c1ccccc1F)NC1CCCCC1	-5	4	7	-10	1	-2	-4
CC1Cc2ccccc2N1S(=O)(=O)c1cccc(C(=O)OCC(=O)NCc2ccco2)c1 (stereo not drawn)	1	2	1	-6	0	-4	-5
Oc1ccc(NCc2cccc(OCc3ccc(F)cc3)c2)cc1	.	2	.	-1	.	4	.
O=C(C[C@H]1C=C[C@@H](NC(=O)Cc2ccccn2)[C@H](CO)O1)NCCc1ccncc1	3	-1	.	2	-3	11	-26
C[C@H](CO)N1C[C@H](C)[C@@H](CN(C)CC2CCCC2)Oc2ncc(C#Cc3cccc(F)c3)cc2C1=O	-3	6	-13[16.7 µM]	-7	4	12	4
CCN(CC(=O)NCc1cccs1)C(=O)c1ccccc1F	.	0	-1	1	.	-6	.
O=C(Nc1ccc(Cl)cc1F)C1CC1c1ccccc1 (stereo not drawn)	33	-1	-8	-9	-2	-3	34
O=c1[nH]nc(CNc2ccc(OC(F)(F)F)cc2)c2ccccc12	28	-1	-6	3	0	-1	-1
Cc1ccc(C)c(S(=O)(=O)N(C)C2(C)CCS(=O)(=O)C2)c1 (stereo not drawn)	-8	4	.	-2	4	0	9
Remaining list, next part:
SMILES	esBAF inh	ERp5 inh	miR122 inh	SIRT5 inh	Cneo AK release	ARNT TACC3 PPI	Statin myotox sup
Cc1cc([N+](=O)[O-])ccc1NC(=O)c1cc2ccccc2o1	?	-2	-2	-3	-2	-7	-4
CCc1cc(=O)oc2c3c(cc(OCC(=O)NCCCOC)c12)OC(C)(C)CC3	-3	4	.	-48	-2	3	-1
O=C(N/N=C/c1ccc(O)c(O)c1)c1ccc(-n2cnnn2)cc1	1	-6	-1	-2	0	5	2
CN(C)C/C=C/C(=O)Nc1cccc(-c2c[nH]c3ncnc(Oc4ccc(NC(=O)CC(=O)Nc5ccc(F)cc5)cc4F)c23)c1	-8	.	-1	.	0	-6	0
Cc1ccccc1Oc1nnc(-c2cccs2)c2ccccc12	-3	4	0	-5	.	-1	17
C[C@H](CO)N1C[C@H](C)[C@@H](CN(C)S(=O)(=O)c2ccc(F)cc2)Oc2ccc(NS(=O)(=O)c3ccccc3)cc2CC1=O	1	.	16[16.7 µM]	.	-3	6	20
O=S(=O)(c1ccc(Oc2ccc(S(=O)(=O)N(CCO)CCO)cc2)cc1)N(CCO)CCO	.	-3	.	-2	.	2	.
CC(C)NC(=O)N[C@H]1C=C[C@@H](CC(=O)N2CCCCC2)O[C@@H]1CO	-2	1	-6[16.7 µM]	-1	-2	5	2
CCn1nc(C)c(/C=N/NC(=O)Cn2nnnc2N)c1C	.	2	-6	13	-2	.	.
CC(Sc1ccc(Cl)cc1)C(=O)NCc1cccnc1 (stereo not drawn)	-7	.	6	.	1	-6	-6
O=C(NC1CCCC1)[C@@H]1[C@@H](CO)[C@@H]2Cn3c(cccc3=O)[C@H]1N2CC1CCCC1	1	2	-1[16.7 µM]	1	-15	3	-7
C[C@H](CO)N1C[C@H](C)[C@H](CN(C)C(=O)Nc2ccccc2)Oc2ccc(NC(=O)NC3CCCCC3)cc2CC1=O	-2	-4	-7[16.7 µM]	1	-4	-3	15
Cc1cc(NC(=O)CSc2nnc(C(C)N(C)C)n2Cc2ccccc2)no1 (stereo not drawn)	-4	.	18	.	-1	-2	.
Cc1cccn2c(=O)c3cc(C(=O)NC4CCCC4)n(C)c3nc12	8	5	-1	-7	15	3	-210
C[C@@H]1CN([C@H](C)CO)S(=O)(=O)c2ccc(-c3ccc(F)cc3)cc2O[C@@H]1CN(C)C(=O)Nc1ccccc1F	-2	2	7[16.7 µM]	-1	46	-21	-19
C[C@@H]1CN([C@H](C)CO)S(=O)(=O)c2ccc(C3=CCCCC3)cc2O[C@@H]1CN(C)C(=O)Nc1ccc2c(c1)OCO2	-8	3	-32[16.7 µM]	15*	6	6	-17
C[C@H]1CN([C@@H](C)CO)C(=O)Cc2cc(NC(=O)Nc3ccc4c(c3)OCO4)ccc2O[C@@H]1CN(C)S(=O)(=O)c1cccs1	3	.	5[16.7 µM]	.	2	17	-100
O=C(C[C@H]1C[C@@H]2c3cc(NC(=O)Nc4ccc(C(F)(F)F)cc4)ccc3O[C@@H]2[C@H](CO)O1)NCCc1ccccc1	-5	12	1[16.7 µM]	5	-3	-5	-116
CN1CCN(C(=O)C[C@H]2C=C[C@H](NC(=O)Nc3ccccc3F)[C@@H](CO)O2)CC1	1	0	.	-2	-9	-11	-5
CC(C)(C)OC(=O)C[C@H]1C/C=C\C[C@H](CC(=O)N[C@H](CO)Cc2ccccc2)C(=O)N[C@H](Cc2ccccc2)COC1=O	10	-4	.	0	2	4	-3
COc1ccc(F)cc1S(=O)(=O)NC1CCCCCC1	-2	.	105*	.	2	1	13
COc1ccccc1CCC(=O)OCC(=O)NC1CC1	-6	-3	-3	-6	0	-6	23
CC(=O)c1c(C)[nH]c(C(=O)OCC(=O)Nc2cc(S(=O)(=O)N3CCCC3)ccc2Cl)c1C	9	.	-1	.	-6	1	1
CCOc1ccc(/C=N/NC(=O)c2cc3c(OC)cc(OC)cc3[nH]2)cc1OC	1	5	.	-4	2	0	-37
COc1ccc(CN(C)C[C@@H]2Oc3c(NS(=O)(=O)c4ccc(Cl)cc4)cccc3C(=O)N([C@H](C)CO)C[C@@H]2C)cc1	-8	3	17[16.7 µM]	-1	0	-6	31
Continued.
SMILES	esBAF inh	ERp5 inh	miR122 inh	SIRT5 inh	Cneo AK release	ARNT TACC3 PPI	Statin myotox sup
CN(C)CCN1C(=O)C2C3C=CC(C3)C2C1=O (stereo not drawn)	.	-3	.	-15	.	-13	.
COc1ccc(S(=O)(=O)N2CCOC2CNC(=O)C(=O)NCc2ccncc2)cc1 (stereo not drawn)	-5	-3	.	-1	2	-2	6
Cc1cc2oc(C(=O)N(Cc3ccccc3)C3CCS(=O)(=O)C3)cc(=O)c2cc1Cl (stereo not drawn)	-14	.	-2	.	10	-10	6
O=C(Nc1ccc(F)cc1)N[C@H]1CC[C@H](CCn2cc(-c3ccccc3F)nn2)O[C@@H]1CO	4	-2	.	-1	-2	2	-2
CCOC(=O)c1cn2nc(N3CCCCC3)ccc2n1	-60	4	-9	4	.	-6	0
COC(=O)CCC(=O)OC1(C)C(=O)C=C2C=C(C3CC3)N(Cc3ccc(OC)cc3)C=C2C1=O (stereo not drawn)	-6	4	.	5	-5	7	1
CCOC(=O)c1nnn2c1nc(Nc1cccc(C(F)(F)F)c1)c1ccccc12	.	4	-3	-7	2	.	.
CN1CCN(C(=O)C[C@@H]2CC[C@H]3[C@@H](COc4ccc(NC(=O)c5cccs5)cc4C(=O)N3C)O2)CC1	3	3	-2[16.7 µM]	-2	1	0	-3
O=C(Nc1ccc(Cl)cc1)Nc1nnc(CSc2ccc(Cl)cc2)s1	.	-2	.	-5	.	7	.
C[C@H](CO)N1C[C@H](C)[C@H](CN(C)C(=O)Cc2cccnc2)Oc2cc(C3=CCCCC3)ccc2S1(=O)=O	-5	20	4[16.7 µM]	-1	-1	1	3
COc1ccc2[nH]cc(CCNC(=O)/C=C/[C@H]3O[C@@H](n4cnc5c(NC(=O)c6ccccc6)ncnc54)[C@H](O)[C@@H]3O)c2c1	-4	-1	7	-5	-3	.	-8
CC(=O)c1cccc(-n2c(CCC(=O)O)ccc2-c2ccccc2)c1	24	3	2	4	-1	-2	5
O=[N+]([O-])c1ccccc1C(O)Cc1ccccn1 (stereo not drawn)	9	0	0	1	.	0	4
O=C(Cn1c(NCCO)nc2ccccc21)NCCc1ccccc1	-4	.	5	.	2	6	2
O=C(NC(Nc1ccc(F)cc1)(C(F)(F)F)C(F)(F)F)c1cccnc1	2	-4	1	1	1	1	2
Cc1ccc(-c2cc(C(=O)Nc3nccs3)c3ccccc3n2)c(C)c1	.	1	.	-1	.	-29	.
O=C1CCCC(O)=C1C=NCCc1ccccc1	0	.	.	.	11	-2	11
Nc1ncn(-c2ncc(C(F)(F)F)cc2Cl)n1	.	7	8	-2	.	.	.
C=CCN(C(=O)CSc1nc2ccsc2c(=O)n1Cc1ccccn1)c1ccccc1	.	-5	.	4	.	-6	.
